Platelet DG rel: inhibitors of platelet dense granule secretion, primary screen, cell-based, MLPCN, human platelets; inhibition, %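 (compounds screened at 7.5 µM in platelet-rich plasma)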; human platelet-rich plasma, SFLLRN dense granule ATP release, luminescence; 300,000 compounds, 0.22% hits;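 active = mean replicate score, as percent of positive control, at or above 50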
IEC-6 tox: cytotoxicity in IEC-6 intestinal epithelial cells, primary screen, cytotoxicity control for KLF5 inhibitor project, cell-based, luminescence; inhibition, % at 5 µM; IEC-6 cytotoxicity, luminescence viability; 290,000 compounds, 0.78% hits; in the data active = inhibition above about 22%;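 note: 0% = plate median of test compound wells and 100% = cytotoxic reference compound wells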
HSF1 activator: HSF-1 activators, primary screen, NIH3T3-HGL cells, MG132 stress, luminescence, single point. AID 504408, 2011. 300,000 compounds, 1.7% hits. NIH3T3-HGL HSF-1 luciferase reporter, 8 h; 100% = twice DMSO control signal. activation, % at 9 µM;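 active = mean replicate activation of at least 50% with a set share of replicates each reaching 50%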;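 note: 0% = median of the neutral control wells and 100% = twice that signal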
aSyn 5UTR inh: MLPCN primary screen, SNCA 5' untranslated region. alpha-synuclein 5'UTR reporter, inhibitor activity. inhibition, % (tested at 7.5 µM). 300,000 compounds, 0.82% hits; in the data active = inhibition above about 60%;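 note: H4 neuroglioblastoma cells stably carrying SNCA 5'UTR luciferase fusion; 0% = DMSO wells and 100% = positive control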
KLF5 inhibitor: KLF5 expression inhibitors, primary screen, DLD-1 cells, luminescence; DLD-1 KLF5 promoter-luciferase reporter; inhibition, % at 5 µM; AID 1700, 2009; 290,000 compounds, 0.23% hits;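 active = inhibition above a per-plate limit of that plate's mean compound inhibition plus 3 SD, cut at about 60% in these data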;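 note: 0% = DMSO wells and 100% = LY294002 at 200 µM; higher means less KLF5 promoter-driven luciferase light; inactives centre near -14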
Dyrk1A ADPGlo: rat Dyrk1A kinase inhibitors, primary screen, biochemical, single point, plate reader. inhibition, % at 12.5 µM. ADP-Glo luminescence, NFATc1 peptide. AID 504441, 2011. 310,000 compounds, 0.43% hits. Dual specificity tyrosine-phosphorylation-regulated kinase 1A (Rattus norvegicus), Q63470; in the data active = inhibition above about 50%;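 note: plate controls were vehicle with enzyme for no effect and no enzyme for full effect; many of its hits are not listed in these tables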
GSK3B inh: human GSK3beta kinase inhibitors, primary screen, biochemical, cell-free homogeneous, HTS. Glycogen synthase kinase-3 beta (Homo sapiens), P49841. GST-GSK3beta kinase, ADP-Glo luminescence, 60 min; hits give low values. activity score (negative = inhibition), % at 10 µM. 300,000 compounds, 0.038% hits;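 active = more than half of replicate wells score below -50%, meaning over 50% inhibition versus plate controls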;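 note: 0% = median DMSO wells and -100% = median GW8510 positive control wells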
Target sequence (P49841 whole entry, looked up): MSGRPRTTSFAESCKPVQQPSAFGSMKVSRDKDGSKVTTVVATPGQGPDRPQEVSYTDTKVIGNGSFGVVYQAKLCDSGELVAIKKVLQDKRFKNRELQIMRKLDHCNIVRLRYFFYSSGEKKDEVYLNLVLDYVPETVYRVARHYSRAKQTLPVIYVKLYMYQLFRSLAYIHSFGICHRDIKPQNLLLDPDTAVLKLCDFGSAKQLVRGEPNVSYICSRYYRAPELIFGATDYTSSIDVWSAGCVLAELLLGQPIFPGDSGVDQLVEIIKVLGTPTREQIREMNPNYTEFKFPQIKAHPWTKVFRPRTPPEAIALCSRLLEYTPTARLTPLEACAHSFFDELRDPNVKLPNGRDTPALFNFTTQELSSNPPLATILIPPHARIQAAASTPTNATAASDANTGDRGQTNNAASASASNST
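Test system: GST-fused GSK3beta enzyme, cell-free | Quantity: 1.6 ng GST-GSK3beta enzyme per well | Reagent: 25 µM ATP with peptide substrate | Schedule: 60 min enzyme reaction, room temperature | Signal: Luminescent ADP-Glo measurement of ADP formed | Read-out basis: Score relative to plate controls | Control set: DMSO and 20 µM GW8510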
GSK3A inh: blockers of GSK3A enzyme activity – biochemical, luminescence, cell-free homogeneous, HTS, primary screen; GSK-3 alpha kinase, ADP-Glo luminescence, 60 min; 320,000 compounds, 0.1% hits; Glycogen synthase kinase-3 alpha (Homo sapiens), P49840; inhibition, % at 10 µM;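 in the data active = inhibition above about 50%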;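 note: GST-tagged GSK-3 alpha with peptide substrate and 25 µM ATP; 0% = DMSO neutral wells and 100% = GW8510 positive control wells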
Target sequence (P49840 whole entry, looked up): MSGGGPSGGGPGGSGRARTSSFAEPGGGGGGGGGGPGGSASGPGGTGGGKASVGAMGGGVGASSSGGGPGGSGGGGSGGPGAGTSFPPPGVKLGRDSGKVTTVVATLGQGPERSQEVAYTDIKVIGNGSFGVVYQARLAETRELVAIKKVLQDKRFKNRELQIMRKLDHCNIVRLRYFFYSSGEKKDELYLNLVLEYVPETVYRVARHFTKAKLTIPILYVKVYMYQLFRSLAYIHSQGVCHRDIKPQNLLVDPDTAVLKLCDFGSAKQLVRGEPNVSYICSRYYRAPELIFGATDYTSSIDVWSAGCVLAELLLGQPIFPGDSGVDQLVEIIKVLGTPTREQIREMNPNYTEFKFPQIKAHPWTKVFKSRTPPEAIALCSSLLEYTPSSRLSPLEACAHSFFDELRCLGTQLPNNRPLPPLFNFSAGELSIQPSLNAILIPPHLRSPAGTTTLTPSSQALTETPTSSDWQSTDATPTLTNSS
HSP90 refold inh: HSP90 inhibitors, primary screen, cell lysate, luminescence | Heat shock protein HSP 90 (rabbit reticulocyte lysate; luciferase refolding) | inhibition, % at 5.6 µM | AID 1789, 2009 | Rabbit reticulocyte lysate, luciferase refolding luminescence, 3 h | 290,000 compounds, 0.91% hits;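 active = inhibition above the screen-wide mean plus 3 SD, computed separately per campaign, cut at about 16% in these data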;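 note: 0% = DMSO wells and 100% = 60 µM geldanamycin wells; inhibitors lower the luminescence because luciferase stays unfolded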
HSF1 inhib: HSF1 inhibitors in luciferase reporter cells, primary screen, cell-based, NIH3T3, luminescence | activity change, negative = inhibition, % at 7.5 µM (by protocol) | AID 2098, 2009 | 300,000 compounds, 0.77% hits | NIH3T3-HGL HSE-luciferase, MG132-induced, luminescence 8 h; hits give low values;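 active = more than half of replicate wells show activity change below -50%, luminescence cut by over half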;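 note: luciferase reports HSF-1 transcriptional activity via heat shock element; 0% = median of DMSO wells and -100% = zero luminescence signal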
Numbers without * were called inactive; / = no result given. A portion of the library, so the mix of outcomes need not match the whole.

Every second line gives: Platelet DG rel	IEC-6 tox	HSF1 activator	aSyn 5UTR inh	KLF5 inhibitor	Dyrk1A ADPGlo	GSK3B inh	GSK3A inh	HSP90 refold inh	HSF1 inhib
CC(=O)N1CCN(c2ccc(NC(=O)c3ccc([N+](=O)[O-])o3)cc2Cl)CC1
  -8	101*	-89	49	30	-3	-1	1	-3	-88*
COC(=O)C1CCN(C(=O)NC2CC(=O)N(c3ccc4c(c3)OCCO4)C2)CC1 (stereo not drawn)
  2	/	-7	6	/	2	2	-1	/	-7
Cc1c(C)[n+](=O)c2c(n1[O-])CCCCC2
  -6	-2	-24	-7	-26	15	-2	4	0	-10
CCOc1ccc(NC(=O)CSc2nnnn2CC(=O)O)cc1
  0	-4	2	-6	-21	13	0	-1	-3	-2
CCOc1cc(C(=O)NC(C)CC)cc(OCC)c1OCC (stereo not drawn)
  -5	-5	-6	-8	0	1	0	-4	-2	1
Cc1cccc(NC(=S)NNC(=O)c2nn(C)cc2Cl)c1
  -3	2	-3	-45	-37	2	20	-2	-1	14
COc1ccc2nc(C)cc(SCC(NC(C)=O)C(=O)OC(C)C)c2c1 (stereo not drawn)
  -4	-1	8	-15	4	24	0	2	2	2
Cc1cccc(NC(=O)NCc2ccccn2)c1
  -1	1	8	-14	-51	4	1	1	2	-1
CC1(C)Cc2nc(-c3ccccc3)nc(SCC(=O)N3CCOCC3)c2CO1
  16	0	-7	0	-19	-2	0	-2	1	-2
COC(=O)c1sc(OC)cc1OCc1ccc(C)cc1
  -5	2	-3	-9	-14	5	-3	-3	1	0
COc1cc(CCC(=O)OCn2nnc3ccccc3c2=O)cc(OC)c1OC
  6	-3	-84	16	-10	7	-1	1	3	-81*
Cc1nn(-c2ccccc2)c2c1C(=O)NC(=O)C(C)(C)C2
  4	-6	9	20	-23	3	4	-2	-5	7
Cc1sc(-c2ccncc2)nc1OC(=O)c1cc(Cl)cc(Cl)c1
  -2	8	-9	-9	-5	7	-1	3	2	4
CC(C)C(=O)Nc1c2c(nn1-c1ccc(F)cc1)CSC2
  14	0	-9	-8	2	-2	2	-4	-2	-5
Cc1cccn2c(=O)c(/C=C(\C#N)C(=O)NCc3ccco3)c(N3CCOCC3)nc12
  9	2	-7	13	-5	/	-5	5	4	-5
COc1ccccc1C(=O)NCC(=O)NNc1ncnc(N)c1[N+](=O)[O-]
  -30	1	-3	6	2	/	0	-1	-2	0
N#Cc1c(NC(=O)CSC2=NCCS2)sc2c1CCCC2
  -2	6	30	-34	0	8	-3	0	0	-5
COc1ccc(C(C(=O)NCC2CCCO2)N(Cc2cccs2)C(=O)c2snc(C(N)=O)c2N)cc1OC (stereo not drawn)
  -1	5	21	12	-1	12	-4	-1	-4	1
COc1ccc(OCC(=O)N/N=C(\C)CC(=O)Nc2ccc(OC)cc2[N+](=O)[O-])cc1
  19	2	2	10	-17	-6	2	1	4	1
N#CCc1ccc(NS(=O)(=O)c2cccs2)cc1
  -7	-6	-9	5	11	1	2	-3	-3	-1
COc1nc(Oc2ccc(=O)n(C)n2)nc(N(C)C)n1
  0	0	-5	15	-28	10	0	-6	1	-1
CCOc1c2ccc(C(=O)NCc3ccco3)cc2nn1CCOC
  0	-3	2	11	-16	-4	-3	-1	-3	5
COc1ccccc1CC(=O)Nc1ccc(-c2noc(COc3ccc(Cl)c(C)c3)n2)cc1
  -1	-3	22	11	-6	4	-4	-3	-6	4
CCn1ncc(CN2CCCC(CNC(=O)c3ccc(F)cc3)C2)c1C (stereo not drawn)
  4	3	-7	-13	-8	0	-8	-2	3	-8
Cc1ccc(-c2c(C(=O)NCc3ccc(F)cc3)oc(=O)c3ccccc23)cc1
  -8	1	15	36	-8	3	3	-1	6	-1
Cc1nc2cc(NC(=O)c3ccco3)ccc2n1C
  7	1	-6	-22	-78	-6	-6	-3	13	10
Cc1nc(NC(=O)c2ccccc2)sc1-c1csc(Nc2ccc(Cl)cc2Cl)n1
  16	1	3	-84	-46	/	2	4	45*	-12
CCCn1ncc(CN2CCN(CCc3ccccc3)C(CCO)C2)c1C (stereo not drawn)
  -1	-2	1	-23	-14	-3	-1	0	-1	-6
CCOc1cc(/C=C2/NC(=O)N(CC(=O)OC)C2=O)ccc1OC
  -5	2	-3	14	-28	2	-2	0	-1	2
Cc1ccc(CN2CCN(Cc3ccc(Oc4ncccn4)cc3)CC2CCO)cc1 (stereo not drawn)
  -7	0	/	9	-16	13	-7	-1	1	/
CCOC(=O)C(NC(=O)Nc1cccc(C)n1)(OCC(F)(F)F)C(F)(F)F (stereo not drawn)
  3	-7	-2	6	-9	-1	2	1	-2	-7
CCCS(=O)(=O)c1c(S(=O)(=O)CCC)c2c(C(N)=O)cccn2c1C(=O)c1ccc(F)cc1
  10	-5	-16	11	-4	11	3	-2	0	2
O=C(NCCc1ccccc1)C(=O)c1c(-c2ccccc2)[nH]c2ccccc12
  11	-2	3	19	-8	6	-2	1	-3	-4
CCOC(=O)C1(Cc2ccccc2)CCCN(C(=O)c2cnn(CC)c2)C1 (stereo not drawn)
  -14	1	27	-78	-98	7	0	-1	-2	25
NC(=O)c1ccc[n+](CC(=O)OCCC23CC4CC(CC(C4)C2)C3)c1
  5	2	-76	5	10	5	-1	-3	1	-70*
CNC(=O)COc1ncnc2scc(-c3ccc(F)cc3)c12
  8	6	1	5	-31	14	-16	1	3	-1
CNC(=O)c1[nH]cnc1C(=O)Nc1ccccc1C
  1	-2	-62	33	-18	1	4	3	3	-48
O=C(CN1C(=O)COc2ccccc21)Nc1ccc(N2CCOCC2)cc1
  -4	0	-1	-36	-1	-1	-1	-1	-2	-5
Cc1cc(OCCN2CCCCCC2)ccc1[N+](=O)[O-]
  13	1	/	-2	-23	-4	1	2	3	/
C/C(=N/Nc1ccc([N+](=O)[O-])cc1)c1ccc(C)cc1C
  10	5	25	-89	-58	-3	0	-1	1	18

Reformatted: results already given
structure | Platelet DG rel | IEC-6 tox | HSF1 activator | aSyn 5UTR inh | KLF5 inhibitor | Dyrk1A ADPGlo | GSK3B inh | GSK3A inh | HSP90 refold inh | HSF1 inhib
CCOC(=O)C1(Cc2ccccc2)CCCN(C(=O)c2cnn(CC)c2)C1 (stereo not drawn) | -14 | 1 | 27 | -78 | -98 | 7 | 0 | -1 | -2 | 25
CCn1ncc(CN2CCCC(CNC(=O)c3ccc(F)cc3)C2)c1C (stereo not drawn) | 4 | 3 | -7 | -13 | -8 | 0 | -8 | -2 | 3 | -8

Carrying on.
Every second line gives: Platelet DG rel	IEC-6 tox	HSF1 activator	aSyn 5UTR inh	KLF5 inhibitor	Dyrk1A ADPGlo	GSK3B inh	GSK3A inh	HSP90 refold inh	HSF1 inhib
CCCC(=O)OCC(=O)NC1CCCc2ccccc21 (stereo not drawn)
  -19	1	-5	26	-11	7	-2	-6	-6	2
CCOC(=O)C1CCN(C(=O)Cc2ccc(OC)c(OC)c2)CC1
  -13	0	-1	-1	4	7	-2	/	5	0
C=CCN1C(=O)C(CC(=O)O)SC1=Nc1ccc(C(=O)O)cc1 (stereo not drawn)
  -40	-2	-1	19	-4	-5	-1	2	4	-4
CC(C)[C@H](N)c1nnc2n1N=C(c1ccc(Cl)cc1)CS2
  1	-1	-2	-4	-28	0	-1	-1	-3	-3
COc1cccc(-c2nc(CS(=O)(=O)CC(=O)Nc3cc(C)ccc3C)c(C)o2)c1
  6	5	6	20	-9	5	1	0	0	2
CCCCNC(=O)C12CCC(C)(C(=O)C1Br)C2(C)C (stereo not drawn)
  -3	-5	-4	6	7	2	2	0	1	-3
O=C(CN1C(=O)C2CC=CCC2C1=O)Nc1ccc(S(=O)(=O)NC2=NCCCCC2)cc1 (stereo not drawn)
  1	4	-5	14	23	-2	11	-3	1	-10
CCN(CC)CCCNc1ncnc2scc(-c3ccc(F)cc3)c12
  -5	3	24	-33	-7	16	-3	5	-1	-1
C[C@H]1C(=O)N(C)CCN1C(=O)c1ccccc1OC1CCN(S(C)(=O)=O)CC1
  1	-5	28	25	-21	-4	0	8	1	1
CCn1c(=O)c(=O)[nH]c2cc(C(=O)NC(C)c3ccc(S(N)(=O)=O)cc3)ccc21 (stereo not drawn)
  2	1	0	-3	-6	6	-2	0	-6	4
CC(OC(=O)c1c2c(nc3ccccc13)/C(=C\c1ccc3c(c1)OCO3)CCC2)C(=O)Nc1ccc(S(N)(=O)=O)cc1 (stereo not drawn)
  /	4	/	/	-12	0	/	/	2	/
O=C(CCc1ccccc1)NC1CCCc2ccccc21 (stereo not drawn)
  1	6	-13	12	3	-5	3	-4	0	1
COc1ccc(CCNC(=O)Cc2ccccc2)cc1OC
  9	4	1	-8	-21	-3	1	0	-3	0
CCCc1cc(-c2nc(-c3ccc(Cl)cc3)cs2)ccn1
  -1	-1	17	-20	-13	3	3	1	2	3
COc1cccc(/C=C2\SC(=S)N(N3CCOCC3)C2=O)c1OC
  10	0	26	-47	-47	-2	1	-1	-5	10
CCCCCn1c(=O)[nH]c2cc(C(=O)NCCN3CCOCC3)ccc2c1=O
  /	4	/	/	-38	2	/	0	3	/
O=C(CCc1nc2ccccc2c(=O)[nH]1)OCCOc1ccc(Cl)cc1
  2	3	24	7	-19	-6	0	-4	3	19
CCc1nnc(NC(=O)c2ccc3ncsc3c2)s1
  13	-1	2	-102	-65	11	3	-1	4	4
N/C(=N\OC(=O)c1ccc([N+](=O)[O-])cc1Cl)c1ccccn1
  43	1	-16	69*	65*	1	0	-3	67*	-10
O=C(c1cc(Cl)nc2ccccc12)N1CCN(S(=O)(=O)c2ccccc2[N+](=O)[O-])CC1
  8	-1	-3	4	-4	-2	-3	-2	0	-11
COc1ccc(/C=N/NC(=O)c2ccc(C)cc2)cc1CN1CCN(c2ccc(F)cc2)CC1
  6	0	-3	6	-20	1	6	2	1	2
CCCn1nnc(NC(=S)NC(=O)c2cccs2)n1
  18	6	12	-102	-25	0	2	4	1	6
CN1/C(=C/C=N/NC(=O)c2ccc([N+](=O)[O-])cc2)C(C)(C)c2ccccc21
  3	6	-1	-6	13	2	3	2	4	7
O=C(Nc1cccc(/C=C/c2ccccn2)c1)c1ccc(-n2cncn2)c([N+](=O)[O-])c1
  13	/	-13	-27	/	-4	-1	1	/	1
COc1cccc(NC(=O)CSc2nc3ccccc3nc2N2CCCC2)c1
  -6	9	6	24	-8	-2	2	0	1	17
c1cc(CNCC2CCCO2)ccn1 (stereo not drawn)
  -7	1	-15	7	-8	2	2	-2	0	9
O=C(COC(=O)CCc1ccc(S(=O)(=O)N2CCOCC2)cc1)NCc1ccccc1
  2	-1	/	-5	-4	1	2	-1	1	/

Screening data: PubChem BioAssay, several laboratories
